L major viab: reduces viability of Leishmania major promastigotes; resazurin fluorescence viability; inhibition, % at 10 µM; hit rate 9% among 200,000; in the data active = inhibition above about 50%;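 note: promastigotes grown with compound for 44 hours at 28 °C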
TNAP inh noacc: TNAP (human) inhibition, acceptor-free conditions. purified TNAP, CDP-star luminescence, 30 min. inhibition, % at 20 µM. hit rate 0.26% among 200,000. AID 1012. P05186;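 active = tissue-nonspecific alkaline phosphatase inhibition above about 50% at 20 µM in the single-dose screen, limit read from the data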;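 note: 0% = DMSO negative control and 100% = EDTA positive control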
Target sequence (P05186 whole entry, looked up): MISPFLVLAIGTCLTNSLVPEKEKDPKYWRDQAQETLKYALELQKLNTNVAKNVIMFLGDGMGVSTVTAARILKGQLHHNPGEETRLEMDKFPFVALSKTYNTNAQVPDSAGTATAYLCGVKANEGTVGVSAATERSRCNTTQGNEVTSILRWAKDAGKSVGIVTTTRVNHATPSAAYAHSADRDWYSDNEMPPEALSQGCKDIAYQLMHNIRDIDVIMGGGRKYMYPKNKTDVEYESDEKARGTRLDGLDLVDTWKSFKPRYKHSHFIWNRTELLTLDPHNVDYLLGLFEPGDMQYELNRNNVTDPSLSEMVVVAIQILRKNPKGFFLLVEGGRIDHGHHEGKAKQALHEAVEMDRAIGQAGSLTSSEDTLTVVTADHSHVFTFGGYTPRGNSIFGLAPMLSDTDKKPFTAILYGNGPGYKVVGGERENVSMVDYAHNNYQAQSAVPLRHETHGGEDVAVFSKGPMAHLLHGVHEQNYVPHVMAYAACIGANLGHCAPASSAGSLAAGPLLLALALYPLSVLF
PMI act: phosphomannose isomerase (human) activation | P34949 | purified human PMI, coupled resazurin fluorescence, 20 min; stronger effect = higher value; 1 = vehicle control, 0 substrate-free wells | activation factor at 20 µM | hit rate 0.005% among 190,000 | AID 1214;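 active = activation factor of 2 or more at 20 µM, relative to plate controls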
Target sequence (P34949 whole entry, looked up): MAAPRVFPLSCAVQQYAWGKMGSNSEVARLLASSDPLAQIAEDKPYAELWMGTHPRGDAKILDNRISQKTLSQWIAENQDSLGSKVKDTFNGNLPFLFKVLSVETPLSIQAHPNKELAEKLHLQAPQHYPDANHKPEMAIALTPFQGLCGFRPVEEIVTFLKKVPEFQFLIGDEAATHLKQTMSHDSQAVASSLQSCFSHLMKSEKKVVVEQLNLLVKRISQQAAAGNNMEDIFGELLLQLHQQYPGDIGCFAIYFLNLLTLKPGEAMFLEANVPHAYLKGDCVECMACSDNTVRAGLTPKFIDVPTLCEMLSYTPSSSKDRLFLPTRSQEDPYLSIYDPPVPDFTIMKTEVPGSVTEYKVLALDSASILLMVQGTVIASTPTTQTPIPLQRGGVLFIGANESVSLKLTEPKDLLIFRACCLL
Diaph inh CS: counter-screen for diaphorase-based assays: diaphorase inhibitors and chemical oxidizers. AID 1217. inhibition, % at 20 µM. hit rate 0.69% among 190,000. diaphorase resazurin-to-resorufin fluorescence, NADH, 16 min; bacterial (C. kluyveri) enzyme, not human;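 active = primary screen inhibition at 20 µM above a set limit, cut at about 50% in these data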;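 note: plate controls were DMSO with full reaction for no effect and wells lacking NADH for full effect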
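Test system: bacterial diaphorase enzyme (C. kluyveri); Quantity: 0.14 U/mL diaphorase, enzyme working solution; Times: reaction incubation of 16 min at room temperature; Measured by: fluorescence of resorufin formed from resazurin, Ex 544/Em 590 nm; Benchmarks: positive control minus NADH, DMSO neutral control.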
TNAP act hiacc: increases human TNAP activity under high phosphate acceptor concentration; purified TNAP, CDP-star luminescence, 1 M DEA, 30 min; stronger effect = higher value; 0 = EDTA background, 1 = DMSO-only activity; 200,000 tested, under 10 active; P05186; activation factor at 20 µM;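 active = activation factor at least 2 at 20 µM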
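system = human TNAP | amount = enzyme diluted 1/800 final | reagent = 100 µM CDP-star substrate | signal = luminescent substrate turnover signal | dosing = one dose, 20 µM | benchmarks = EDTA negative control, DMSO positive control | measure = activation factor | timing = 30 min reaction, room temperature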
PMI act satM6P: PMI (human) activation, high substrate. hit rate 0.34% among 190,000. AID 1216. P34949. coupled PMI enzyme assay, resazurin fluorescence, 20 min; stronger effect = higher value; 1 = untreated enzyme, 0 = substrate-free blank. activation factor at 20 µM;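 active = activation factor of 2 or more at 20 µM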
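assay system = human phosphomannose isomerase with PGI, G6PDH, diaphorase coupling enzymes | quantity = 15 ng/mL PMI | incubation = enzyme reaction with compound 20 min at room temperature | medium = HEPES pH 7.4 buffer with MgCl2 and Tween-20 | compound dosing = one concentration, 20 µM, in 1% DMSO | measured by = Diaphorase-driven resazurin-to-resorufin fluorescence, excitation 544, emission 590 nm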
bIAP act: increases bovine intestinal alkaline phosphatase activity | purified bovine IAP, CDP-star luminescence, 30 min; stronger effect = higher value; fold of DMSO-control signal, blank-subtracted | activation factor at 20 µM | hit rate 0.17% among 200,000;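 active = activation factor of 2 or more at 20 µM, a signal rise over negative controls twice the positive control's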
Diaph act CS: diaphorase activation or chemical reduction counter-screen; Diaphorase/resazurin coupled assay, resorufin fluorescence, 16 min; stronger effect = higher value; 1 = vehicle wells, 0 = NADH-free wells; AID 1229; hit rate 0.005% among 190,000; activation factor at 20 µM;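 active = diaphorase activity raised at least twofold by the compound at 20 µM; inactive = activation factor below 2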
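Test system: Clostridium kluyveri diaphorase, purified enzyme; input: enzyme 0.07 U/mL final; buffer or medium: 50 mM HEPES pH 7.4 with 4.542 mM MgCl2, 0.005% Tween 20; also added: 0.114 mM NADH and 0.1 mM resazurin, final amounts; schedule: 16 min enzyme reaction, ambient temperature; technique: fluorescence of resorufin, 544 nm excitation, 590 nm emission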
TNAP inh hi DEA: TNAP (human) inhibition, high acceptor. AID 1135. hit rate 0.03% among 200,000. inhibition, % at 20 µM. purified TNAP, CDP-star luminescence, 1 M DEA. P05186;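 active = over 50% inhibition of tissue-nonspecific alkaline phosphatase at 20 µM in the single-dose screen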;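 note: plate controls were DMSO wells for no effect and EDTA-quenched wells as full inhibition for full effect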
bIAP inhibitor: blocks bovine intestinal alkaline phosphatase activity. 190,000 tested, under 10 active. inhibition, % at 20 µM. purified bovine IAP, CDP-star luminescence, 30 min;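 active = over 50% inhibition of intestinal alkaline phosphatase at 20 µM in the single-dose screen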
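test system = bovine IAP enzyme | medium = DEA buffer 100 mM, pH 9.8, with MgCl2 1.0 mM, ZnCl2 0.02 mM | detection = luminescence | dosing = single compound dose of 20 µM, 2% DMSO final | incubation = 30 min reaction at room temperature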
* = called active by the depositor.

(1) Cc1cc(=O)[nH]c(-n2nc(C)c(Oc3ccccc3O)c2C)n1
(2) CC(C)CCn1nnnc1CN1CCN(c2ccc(F)cc2)CC1
(3) O=[N+]([O-])c1ccc(Cl)cc1CNc1ccc(F)c(F)c1
(4) COc1ccc(C(=O)NN2CCCCC2)cc1OC
(5) Cc1ccc(NC(=O)CSc2nnc(COc3ccccc3C)o2)cc1
(6) COc1cccc2c(=O)c(C(=O)NCc3cccs3)c[nH]c12
(7) COc1ccc(/C(N)=N/OC(=O)c2ccc3c(c2)OCO3)cc1
(8) COc1ccc(-c2nc(N)n(C(=O)c3cccs3)n2)cc1
Compound	1	2	3	4	5	6	7	8
L major viab	5	-4	25	-2	-3	14	-5	-2
TNAP inh noacc	-12	-11	-6	-14	-7	-10	-13	17
PMI act	0.8	0.9	0.8	0.9	1	1	0.8	1
Diaph inh CS	23	25	18	22	56*	1	13	1
TNAP act hiacc	1.1	1	1	1	1	1	1	1
PMI act satM6P	0.9	0.9	0.8	0.9	1.1	0.9	1	0.9
bIAP act	1	1	1.1	1	1.1	0.9	1	1
Diaph act CS	0.8	0.8	0.8	0.8	0.4	1	0.9	1
TNAP inh hi DEA	-6	-4	-3	-5	-4	-5	0	-4
bIAP inhibitor	-3	2	-6	3	-6	6	2	5

(9) CCCNC(=O)NC(=O)CSc1ccc(C)cc1C
(10) NS(=O)(=O)c1ccc(CCNC(=O)C2CCN(S(=O)(=O)c3cnc[nH]3)CC2)cc1
(11) CCOC(=O)/C=C/C(=O)OCC(=O)Nc1ccc(Cl)cn1
(12) O=C1N/C(=C/c2ccc(N3CCOCC3)cc2)C(=O)N1Cc1ccc(F)cc1
(13) CCOCc1nnc(NC(=O)c2cc(OC)c(OC)c(OC)c2)s1
(14) O=C(CC1Nc2ccccc2NC1=O)NCC1COc2ccccc2O1 (centres undefined)
(15) COCCCNC(=O)CN(c1cc(Cl)cc(Cl)c1)S(C)(=O)=O
(16) COC(=O)c1ccc(NC(=O)CSC2=NCCN2)cc1
Compound	9	10	11	12	13	14	15	16
L major viab	-8	-6	-2	-2	-9	-4	-3	5
TNAP inh noacc	-19	11	-3	-7	-7	-9	-6	-19
PMI act	1.1	0.9	0.9	0.9	0.8	0.9	1	1
Diaph inh CS	9	14	8	4	18	21	3	7
TNAP act hiacc	1.1	1	1	1	1.1	1.1	1	1
PMI act satM6P	1.1	0.8	0.9	0.9	0.9	1	1	1.1
bIAP act	0.8	1	1	0.9	0.9	1	0.9	0.9
Diaph act CS	0.9	0.9	0.9	1	0.8	0.8	1	0.9
TNAP inh hi DEA	-8	-3	-1	2	-8	-5	1	-3
bIAP inhibitor	19	4	4	10	5	1	8	7

(17) CCCOC(=O)C(C)Sc1n[nH]c(=O)[nH]c1=O (centres undefined)
(18) Cc1nc2ccc3nc(NC(=O)c4ccc(S(=O)(=O)N5CCOCC5)cc4)sc3c2s1
(19) CC(=O)c1cccc(NC(=O)c2ccc(Br)o2)c1
(20) COc1ccc(NC(=O)C2CCCN(S(=O)(=O)c3c(C)[nH]c(=O)[nH]c3=O)C2)cc1 (centres undefined)
(21) O=C1CN(C(=O)COC(=O)c2ccccc2NC(=O)c2ccco2)c2ccccc2N1
(22) COCCn1c(=NC(=O)CSCC(=O)Nc2cc(C)on2)sc2cc(C(=O)OC)ccc21
(23) CCOC(=O)Cn1nc(-c2ccccc2)ccc1=O
(24) CN(C(=O)COC(=O)c1c[nH]c(=O)[nH]c1=O)C1CCCCC1
Compound	17	18	19	20	21	22	23	24
L major viab	1	-1	14	-6	-2	4	-2	-8
TNAP inh noacc	1	-4	-10	-6	-8	-10	-14	-6
PMI act	1.2	0.9	1.1	1.1	1.2	1	1.1	1.1
Diaph inh CS	6	14	16	1	12	13	7	5
TNAP act hiacc	1	1	1.1	1	1	1	1	1
PMI act satM6P	1.2	0.9	1.1	1	1.3	1	1	1.1
bIAP act	1	1	0.9	1	1	1	1	1
Diaph act CS	0.9	0.9	0.8	1	0.9	0.9	0.9	1
TNAP inh hi DEA	0	1	-6	-2	-1	1	-5	1
bIAP inhibitor	-4	-1	12	-4	2	1	0	1

(25) O=C(COC(=O)c1cccs1)NCCCc1ccccc1
(26) O=C(Nc1cccc(-c2cnc3ccccc3n2)c1)c1ccc(Cl)cc1
(27) Cc1cc(N/N=C/c2cccc(Cl)c2)nc(NCc2ccccc2)n1
(28) COC(=O)c1ccc(COc2ccccc2/C=C(\C#N)C(=O)Nc2ccc(C)cc2)cc1
(29) CC(C)=CCSc1nnc([C@@H](NC(=O)OC(C)(C)C)C(C)C)o1
(30) CC(=O)N(Cc1ccco1)C1(C(=O)NC2CCCCC2)CCCCC1
(31) CC(c1ccccc1)C1CC(=O)N(Cc2ccco2)C1=O (centres undefined)
(32) Cc1ccc2[nH]c(O)c(N=NC(=O)C3CC3c3ccccc3)c2c1Br (centres undefined)
Compound	25	26	27	28	29	30	31	32
L major viab	-4	-2	77*	3	26	-3	-4	-1
TNAP inh noacc	0	0	-17	-17	-14	-8	-20	-18
PMI act	1.2	1	0.8	1	0.9	1.1	1	1
Diaph inh CS	-14	3	9	-9	13	-2	14	13
TNAP act hiacc	1.1	0.9	1	1	1.1	1	1.1	1
PMI act satM6P	1.1	1.1	0.9	1.1	1	1.1	1	1.1
bIAP act	0.9	1	0.7	1	1	1	0.9	0.9
Diaph act CS	1.1	1	0.9	1.1	0.9	1	0.9	0.9
TNAP inh hi DEA	-9	7	-4	-3	-10	-1	-7	0
bIAP inhibitor	7	1	29	0	-3	4	7	7

(33) COc1ccccc1CC(=O)O/N=C(\N)c1cccc([N+](=O)[O-])c1
(34) Cn1cccc1C1C(C#N)=C(N)OC2=C1C(=O)CC(C)(C)C2 (centres undefined)
(35) CCCCn1c(SCC(=O)Nc2cccc(C)n2)nnc1-c1ccco1
(36) CCOC(=O)C1CCN(C(=O)/C=C/c2ccccc2OC)CC1
(37) CC1CCCCN1C(=O)Cn1cc(C(=O)c2ccco2)c2ccccc21 (centres undefined)
(38) Cn1c(Cn2c(=O)sc3ccccc32)nnc1SCc1ccccc1
(39) CCc1cccc(C)c1NC(=O)c1cc(C)oc1C
(40) O=[N+]([O-])c1cccc(/C=N/Nc2cc(Cl)nc(-c3ccccc3)n2)c1
Compound	33	34	35	36	37	38	39	40
L major viab	6	0	16	-2	19	3	3	-1
TNAP inh noacc	-8	-4	-12	-9	-5	-8	-11	-4
PMI act	1	0.9	1.1	1	0.9	1	1	0.9
Diaph inh CS	6	4	11	7	10	16	5	-1
TNAP act hiacc	1	1	1.1	1	1	1	1	1
PMI act satM6P	1.1	1	1	1	1	0.9	1	1
bIAP act	0.9	1	1.1	0.9	1.1	0.9	0.9	0.9
Diaph act CS	0.9	1	0.9	0.9	0.9	0.8	1	1
TNAP inh hi DEA	-3	-4	-5	0	-2	-2	-1	1
bIAP inhibitor	13	-4	-8	8	-13	12	9	8

(41) COc1ccc(CNC(=O)CCc2c(C)nc3ncnn3c2C)cc1
(42) O=C(Nc1nc(-c2ccc(Cl)s2)cs1)c1ccccc1
(43) Cc1cc(N2CCOCC2)nc(-c2ccccc2O)n1
(44) CCOC(=O)Cc1nnc(NC(=O)C2CCCCC2)s1
(45) CC(=O)OCc1c(COC(C)=O)[n+](=O)c2ccccc2n1[O-]
(46) CN(C)S(=O)(=O)c1cccc(C(=O)Nc2ccccc2[N+](=O)[O-])c1
(47) COC(=O)c1cc(NC(=O)C2CCCN(S(=O)(=O)c3c(C)n[nH]c3C)C2)cc(C(=O)OC)c1 (centres undefined)
(48) Cc1ccc2nc(NC(=O)c3ccc(S(=O)(=O)N4CCCc5ccccc54)cc3)sc2c1
Compound	41	42	43	44	45	46	47	48
L major viab	0	3	-8	-5	-3	4	-2	98*
TNAP inh noacc	-11	-9	-10	-8	-6	-5	3	-2
PMI act	1	0.9	0.9	0.9	0.8	1	1	0.9
Diaph inh CS	-6	19	12	-7	14	6	11	11
TNAP act hiacc	1.1	1	1	1	1	1	1	1
PMI act satM6P	1	0.9	0.9	1	0.8	1	1	0.8
bIAP act	1	0.7	0.9	1.2	1	1	1	1.1
Diaph act CS	1.1	0.8	0.9	1.1	0.9	0.9	0.9	0.9
TNAP inh hi DEA	-6	2	2	-5	3	-4	-5	-3
bIAP inhibitor	0	26	10	-15	1	5	1	-10

(49) Cc1ccc(-c2nc3cccnc3s2)cc1NS(=O)(=O)c1cccs1
(50) O=C(Nc1nnc(-c2ccncc2)s1)C1CCCO1 (centres undefined)
(51) O=[N+]([O-])c1ccccc1N/N=C/c1cc2ccccc2nc1Cl
(52) COc1ccc(C(=O)O)cc1N1C(=O)Nc2ccccc2N1O
Compound	49	50	51	52
L major viab	-9	-5	-4	7
TNAP inh noacc	-11	-9	9	-13
PMI act	0.9	0.9	0.9	1.2
Diaph inh CS	28	4	8	7
TNAP act hiacc	1.1	1	0.9	1
PMI act satM6P	0.9	1	1	1.1
bIAP act	0.9	1	0.9	1
Diaph act CS	0.7	1	0.9	0.9
TNAP inh hi DEA	-6	2	9	-3
bIAP inhibitor	10	0	11	-3

Eight of the compounds above, with values under each structure.
Screens in order – L major viab	TNAP inh noacc	PMI act	Diaph inh CS	TNAP act hiacc	PMI act satM6P	bIAP act	Diaph act CS	TNAP inh hi DEA	bIAP inhibitor
(45) CC(=O)OCc1c(COC(C)=O)[n+](=O)c2ccccc2n1[O-]
→ -3	-6	0.8	14	1	0.8	1	0.9	3	1
(46) CN(C)S(=O)(=O)c1cccc(C(=O)Nc2ccccc2[N+](=O)[O-])c1
→ 4	-5	1	6	1	1	1	0.9	-4	5
(47) COC(=O)c1cc(NC(=O)C2CCCN(S(=O)(=O)c3c(C)n[nH]c3C)C2)cc(C(=O)OC)c1 (centres undefined)
→ -2	3	1	11	1	1	1	0.9	-5	1
(48) Cc1ccc2nc(NC(=O)c3ccc(S(=O)(=O)N4CCCc5ccccc54)cc3)sc2c1
→ 98*	-2	0.9	11	1	0.8	1.1	0.9	-3	-10
(49) Cc1ccc(-c2nc3cccnc3s2)cc1NS(=O)(=O)c1cccs1
→ -9	-11	0.9	28	1.1	0.9	0.9	0.7	-6	10
(50) O=C(Nc1nnc(-c2ccncc2)s1)C1CCCO1 (centres undefined)
→ -5	-9	0.9	4	1	1	1	1	2	0
(51) O=[N+]([O-])c1ccccc1N/N=C/c1cc2ccccc2nc1Cl
→ -4	9	0.9	8	0.9	1	0.9	0.9	9	11
(52) COc1ccc(C(=O)O)cc1N1C(=O)Nc2ccccc2N1O
→ 7	-13	1.2	7	1	1.1	1	0.9	-3	-3
